Tb PYK inh: inhibitors of Trypanosoma brucei pyruvate kinase. TbPYK enzyme, Kinase-Glo Plus ATP luminescence, 45 min. Q57TT1. Potency, µM (doses to about 76.8 µM), for inactives: at the highest dose activity, negative = inhibition, most hits filed as inhibitors. 410,000 compounds, 0.12% hits; further: potency means the concentration at half of the fitted maximal effect; on the % scale 0 is the no-effect control and ±100 the full control effect; nearly all actives have a fitted effect of over 50% in size
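Luminescence from Kinase-Glo Plus, added after a 45-minute room-temperature reaction, served as the end-point read-out. The enzyme and substrate were preincubated with compound before ADP (130 uM final) initiated turnover. Concentration-effect curves came from normalized qHTS data.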
Pf growth 48h: P. falciparum growth inhibition at 48 hours (one generation). P. falciparum luciferase growth in erythrocytes, 48 h. Potency, µM (highest dose often 28.7 µM), for inactives: top-dose activity change, negative = inhibition, most hits filed as inhibitors. 310,000 compounds, 5.9% hits. AID 504832; further: potency means the concentration at half of the fitted maximal effect; on the % scale 0 is the no-effect control and ±100 the full control effect
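Parasite viability was followed by luminescence of a genomically integrated firefly luciferase. Cultures held 0.1% parasitemia at 2% hematocrit (final), incubated under 5% CO2 at 37 C.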
AmpC inh no detg: AmpC beta-lactamase inhibition without detergent. P00811. AmpC nitrocefin hydrolysis, absorbance 480 nm, 0.0001% Triton. Potency, µM (highest dose often 57.1 µM), for the others: at the highest dose activity change, negative = inhibition, actives largely listed as inhibitors. 330,000 compounds, 0.52% hits;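 further: potency means the concentration at half of the fitted maximal effect; plate controls were no compound for no effect and no enzyme for full effect; nearly all actives have a fitted effect of over 20% in size; some results filed as inactive show a strong effect at the top dose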
Target sequence (P00811 whole entry, looked up): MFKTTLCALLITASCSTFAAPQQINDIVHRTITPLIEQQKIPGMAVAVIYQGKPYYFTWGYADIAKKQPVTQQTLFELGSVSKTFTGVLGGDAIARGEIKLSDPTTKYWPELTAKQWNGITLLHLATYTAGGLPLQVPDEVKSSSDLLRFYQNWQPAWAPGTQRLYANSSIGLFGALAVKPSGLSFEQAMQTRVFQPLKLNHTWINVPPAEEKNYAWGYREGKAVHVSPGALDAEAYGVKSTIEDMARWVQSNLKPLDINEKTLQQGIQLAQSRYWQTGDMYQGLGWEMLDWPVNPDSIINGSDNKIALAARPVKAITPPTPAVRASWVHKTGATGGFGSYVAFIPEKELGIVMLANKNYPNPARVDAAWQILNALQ
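20 mM phosphate pH 7.0 + 0.01% (detergent screen) or 0.0001% Triton X-100; 5.3 nM AmpC reagent; cpd preinc 15 min RT; nitrocefin (800 uM stock) to start; A480 q20 s × 4 min; Activity was normalised to no-enzyme and no-compound control wells.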
Pf growth 96h: inhibits malaria parasite growth, 96 h. P. falciparum luciferase reporter growth, 96 h. Potency, µM (top dose mostly 28.7 µM), without a hit: at the highest dose activity change, negative = inhibition, most hits filed as inhibitors. 320,000 compounds, 6.9% hits; further: potency means the concentration at half of the fitted maximal effect; on the % scale 0 is the no-effect control and ±100 the full control effect
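Two-generation exposure (96 h) targets delayed-death phenotype. Reporter parasites carrying integrated firefly luciferase, in red cells at 2% hematocrit and 0.05% parasitemia final, kept at 37 C, 5% CO2; luminescence loss indicates inhibition.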
CHX counter: affects cycloheximide protein synthesis inhibition readout, counter-screen; 300,000 compounds, 12% hits; max response, %; AID 2314; cell reporter, cycloheximide protein synthesis inhibition counterscreen; in the data active means max response mostly above about 13%, no sharp cut-off; inactive means mostly below about 14%; further: read at 38.3 µM for the half of the compounds with a filed dose; 0% is about no effect
LmPK inhibitor: blocks Leishmania mexicana pyruvate kinase activity | AID 1721 | Q27686 | 290,000 compounds, 0.37% hits | purified LmPK, Kinase-Glo ATP luminescence, 1 h | Potency, µM (series often up to 57.5 µM), for inactives: at the top dose activity change, negative = inhibition, most hits filed as inhibitors; further: potency means the concentration at half of the fitted maximal effect; on the % scale 0 is the no-effect control and ±100 the full control effect
Target sequence (Q27686 whole entry, looked up): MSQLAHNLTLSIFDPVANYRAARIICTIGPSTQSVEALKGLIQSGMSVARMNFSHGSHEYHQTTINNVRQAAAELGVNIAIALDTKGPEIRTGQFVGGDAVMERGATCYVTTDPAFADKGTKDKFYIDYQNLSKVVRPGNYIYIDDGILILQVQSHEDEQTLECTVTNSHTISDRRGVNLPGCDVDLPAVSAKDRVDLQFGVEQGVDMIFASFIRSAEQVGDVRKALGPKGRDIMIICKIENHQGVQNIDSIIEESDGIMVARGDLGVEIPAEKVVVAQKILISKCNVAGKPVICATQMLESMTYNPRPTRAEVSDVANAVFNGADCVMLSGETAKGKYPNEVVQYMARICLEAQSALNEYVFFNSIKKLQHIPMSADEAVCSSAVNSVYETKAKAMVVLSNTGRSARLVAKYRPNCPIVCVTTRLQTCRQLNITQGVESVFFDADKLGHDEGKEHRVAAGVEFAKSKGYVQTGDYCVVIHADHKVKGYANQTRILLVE
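Screened at intermediate enzyme activity to detect both inhibitors and activators: LmPK at 0.1 nM, with a 0.5 nM enzyme column as activation reference. PEP 0.5 mM, ADP 0.1 mM; ATP detected by luminescence after 1 h.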
Shiga inhibitor: inhibitors of Shiga toxin in Vero cells; Vero cells, Shiga toxin protein synthesis inhibition reporter; inhibition, % at 38.7 µM; 290,000 compounds, 9.2% hits; in the data active means inhibition mostly above about 28%, no sharp cut-off; inactive means mostly below about 43%; further: 0% is about no effect
Numbers without * were called inactive; i = inactive; ? = inconclusive; . = not tested or not shown; & = joins results of further samples; [ ] = dose if it differs, or a comment. Unless noted, the call rests on the fitted dose curve; in most records, active means well fitted curve in the direction sought with a large enough effect; inconclusive means small, poorly fitted or top-dose-only effect, or another doubt; inactive means no such curve, though single readings can be large; an effect the other way counts as inactive or inconclusive.

SMILES	Tb PYK inh	Pf growth 48h	AmpC inh no detg	Pf growth 96h	CHX counter	LmPK inhibitor	Shiga inhibitor
Nc1[nH]n(-c2ccccc2)c(=O)c1N=Nc1ccc2c(c1)OCO2	0%	216%[activator]	-26%	344%[activator]	36*	-13%	121*
CCC(=O)NC(c1cc(Cl)c2ccccc2c1O)C1CC1 (centres undefined)	-10%	-12%	1%	?	.	.	.
O=[N+]([O-])c1cccc(N=Cc2sc3ccccc3c2O)c1	.	8%	-23%	0%	38*	-6%	86*
COc1cc(CNc2ccc(N3CCOCC3)cc2)ccc1OCC(=O)NC(C)(C)C	-9%	-11%	56%	-11%	-2	0%	16
Cc1ccc(SCc2noc(C(=O)NCC3CCCO3)c2C(=O)O)cc1C (centres undefined)	-9%	15%	-17%	42%[activator]	-1	15%	16
COc1cc(C(=O)Nc2cc(-c3cn4cccnc4n3)ccc2C)cc(OC)c1OC	-3%	18%	89%[activator]	?	15	-19%	26
CCn1c(=O)c(C(=O)NCCc2ccc(Cl)cc2)c(O)c2ccccc21	0%	-7%	-1%	0%	0	4%	-3
COc1ccc(C)cc1N(C(=O)c1ccccc1F)c1nc2ccccc2s1	2%	9.3µM*	-1%	17µM*	-3	4%	-8
CC(=O)Nc1ccc(-n2cnnn2)cc1	3%	16%	-11%	-12%	-2	2%	18
CCCC(CCC)n1[nH]c(=O)c2c(C)cc(C)nc21	-9%	40%[activator]	-14%	.	3	-2%	95
CCCN(CCC)C(=O)c1cc([N+](=O)[O-])cc2c1-c1ccc([N+](=O)[O-])cc1C2=C(C#N)C#N	-6%	12µM*	-29%	12µM*	-2	1%	-1
C=CCn1c(CNC(=O)c2ccco2)nnc1SCC(=O)c1ccc(OC)cc1	-23%	-5%	22%	?	0	3%	-12
COc1ccc(CCNC2CC(=O)N(CCc3ccccc3)C2=O)cc1 (centres undefined)	-2%	9%	26%	.	3	-1%	15
Cc1cc(-c2c(C)[nH]n(-c3ccccc3)c2=O)n(-c2ccccc2)n1	-5%	6%	-14%	16%	-2	0%	-8
COc1ccc(CC(=O)OCC(=O)Nc2cccc(Br)c2)cc1	-1%	-3%	-18%[11.4 µM]	16%	-2	2%	-21
Cc1nc2ccc(S(=O)(=O)NCC(=O)O)cc2s1	?	4%	-10%	17µM*	-2	3%	-5
Cc1nc(C)c2c(c1C(F)(F)F)-c1ccccc1C2(F)F	3%	16%	-6%	12µM*	-1	5%	-3
COc1cc(C)c(C)cc1S(=O)(=O)NC1CC(C)(C)NC(C)(C)C1	4%	17%	-12%	37%[activator]	1	1%	-3
O=C(N/N=C/c1ccc(-c2cccc(C(F)(F)F)c2)o1)c1cccc(F)c1	-3%	12µM*	-35%	?	32*	4%	40*
O=C(NCCc1ccncc1)c1ccccc1F	-1%	13%	-17%	.	-1	-4%	12

Compounds above that have a CF3 group:
SMILES	Tb PYK inh	Pf growth 48h	AmpC inh no detg	Pf growth 96h	CHX counter	LmPK inhibitor	Shiga inhibitor
Cc1nc(C)c2c(c1C(F)(F)F)-c1ccccc1C2(F)F	3%	16%	-6%	12µM*	-1	5%	-3
O=C(N/N=C/c1ccc(-c2cccc(C(F)(F)F)c2)o1)c1cccc(F)c1	-3%	12µM*	-35%	?	32*	4%	40*

Later entries
SMILES	Tb PYK inh	Pf growth 48h	AmpC inh no detg	Pf growth 96h	CHX counter	LmPK inhibitor	Shiga inhibitor
Cc1ccc(C(=O)CSc2nnc(COc3cccc4cccnc34)o2)cc1	8%	?	-16%	3.3µM*	22	0%	1
Cc1ccc(SCc2ccc(C(=O)NCc3ccncc3)cc2)cc1	1%	-10%	11%	5%	8	-3%	26
CC1CN=C(N(C(=O)Nc2ccccc2)C(C)C)S1 (centres undefined)	-10%	-18%	-14%	?	8	-1%	-4
O=C(NCc1ccc(F)cc1)c1ccc(N2CCOCC2)c([N+](=O)[O-])c1	-4%	6%	-29%	26%	-4	0%	-16
O=C(CSCC(=O)NC1CC1)Nc1ccccc1	2%	26%	-10%	-13%	9	5%	8
CCOC(=O)C1(Cc2cccc(OC)c2)CCCN(C(=O)c2ccc(OC)o2)C1 (centres undefined)	-1%	?	69%[activator]	40%[activator]	41*	-5%	113*
CCOc1ccc(/C=N/n2c(-c3ccccc3)n[nH]c2=S)cc1	?	-2%	-33%	25%	3	-18%	-3
NC(=S)NNC(=O)Nc1cccc(Cl)c1	-7%	19%	-19%	33%[activator]	-7	2%	-7
O=C(CCS(=O)(=O)c1ccccc1)NCCS(=O)(=O)c1ccccc1	2%	-5%	0%	18%	4	-1%	-6
O=C(NCCCN1CCc2ccccc2C1)C1CCN(S(=O)(=O)N2CCCC2)CC1	-13%	6%	-1%	?	-1	-2%	10
COc1cccc(C2Nc3ccccc3C(=O)N2c2ccc(F)cc2)c1O (centres undefined)	-5%	.	-28%	223%[activator]	59*	-5%	79*
O=C(c1ccc(S(=O)(=O)N2CCCC2)cc1)N1CCC(CN2C(=O)c3cccc4cccc(c34)C2=O)CC1	-15%	12µM*	142%[activator]	1.3µM*	-1	2%	5
O=C(Nc1ccsc1C(=O)NC1CCCCC1)c1ccc(F)cc1	-2%	1.7µM*	-19%	1.7µM*	-1	4%	-6
COC(=O)c1ccc(C(c2c(N)n(CC(C)C)c(=O)[nH]c2=O)N2CCN(c3ccccc3)CC2)cc1 (centres undefined)	3%	?	75%[activator]	-2%	-7	-2%	-2
COc1cc(/C=C/C(=O)OCC(=O)NC(=O)NC(C)(C)C)ccc1OCC#N	0%	-7%	-2%	3%	-1	4%	-5
CCn1c(=O)cc(SCC(=O)N(C)Cc2ccccc2)c2ccccc21	-2%	.	74%[activator]	?	-6	0%	-16
Cn1c(=O)oc2cc(S(=O)(=O)Nc3ccc(O)cc3)ccc21	0%&1%	38%[activator]	-40%	-28%	-1	-2%	-12
Fc1ccccc1/C=N/Nc1ncnc2ccccc12	4%	i	0%	138%[activator]	41*	-2%	52
Cc1c(/N=C(\[O-])Nc2ccc(Br)cc2)sn[n+]1C	-3%	149%[activator]	-19%	317%[activator]	47*	-3%	95*
CN(CC(=O)Nc1ccc(Cl)c(C(F)(F)F)c1)C(=O)CCN1C(=O)C2CC=CCC2C1=O (centres undefined)	-7%	-9%	114%[activator]	-27%	.	.	.

The list goes on (two carried over from the part before).
SMILES	Tb PYK inh	Pf growth 48h	AmpC inh no detg	Pf growth 96h	CHX counter	LmPK inhibitor	Shiga inhibitor
Cc1c(/N=C(\[O-])Nc2ccc(Br)cc2)sn[n+]1C	-3%	149%[activator]	-19%	317%[activator]	47*	-3%	95*
CN(CC(=O)Nc1ccc(Cl)c(C(F)(F)F)c1)C(=O)CCN1C(=O)C2CC=CCC2C1=O (centres undefined)	-7%	-9%	114%[activator]	-27%	.	.	.
CC(=O)NC(Cc1ccc(C)cc1)C(=O)NC1CCN(c2ncccc2[N+](=O)[O-])CC1 (centres undefined)	-5%	0%	72%[activator]	-10%	-4	2%	-9
COc1ccc(N(CC(=O)Nc2cc([N+](=O)[O-])ccc2C)S(C)(=O)=O)cc1OC	2%	0%	-3%	11%	-1	1%	-5
Cc1cc(C)c2nc(N3C(=O)C(O)=C(C(=O)c4ccco4)C3c3ccc(O)cc3)sc2c1 (centres undefined)	-19%	?	-30%	-24%	.	.	.
CCCN(C(=O)CSCC(=O)Nc1cccc(C)c1)c1c(N)n(Cc2ccccc2)c(=O)[nH]c1=O	-2%	-16%	33%[activator]	-16%	1	-12%	-19
O=C(NCCc1c[nH]c2ccccc12)C(=O)NCC1OCCN1S(=O)(=O)c1ccc(Cl)cc1 (centres undefined)	-6%	?	-23%	?	-3	4%	-13
Cc1ccccc1C(=O)N1CCC(C(=O)N2CCN(S(=O)(=O)c3ccccc3F)CC2)CC1	1%	-3%	56%	-14%	-1	-2%	-42
CCN(c1ccc(OC)cc1)S(=O)(=O)c1nnc(NC(=O)COc2ccc(F)cc2)s1	-2%&-5%	10%	-53%	29%	1	2%	35
CC(C)(C)SCCNC(=O)c1ccc(Cl)c([N+](=O)[O-])c1	20%	6%	-3%	19%	27*	7%	98*
CCCCC1CCc2[nH]nc(C(=O)O)c2C1 (centres undefined)	0%	?	-12%	?	.	.	.
CC(C)(C)NC(=O)NC(=O)COC(=O)C1c2ccccc2Oc2ccccc21	5%	3%	-6%	17%	0	-1%	-5
C=C(C)COc1ccc(C2NC(=O)c3ccccc3O2)cc1OCC (centres undefined)	-18%	77%	-3%	41%[activator]	-3	0%	-3
CCOC(=O)CN1CC23C=CC(O2)C(C(=O)Nc2ccc(F)cc2)C3C1=O (centres undefined)	-6%	-10%	-17%	88%[activator]	-4	-9%	-17
O=C(Cn1nnc2ccccc2c1=O)NCc1ccc(Cl)cc1	5%	22%	-15%[11.4 µM]	81%[activator]	5	-1%	32
NC(=O)CSc1nnnn1-c1ccccc1Cl	5%	-2%	-19%	?	1	2%	19
COc1ccc(Br)cc1CNC(=O)c1ccc2c(c1)N(C)CCS2	5%	?	?	?	-3	-12%	14
CCN(C(=O)CSc1nnc(-c2ccccc2)o1)c1c(N)n(Cc2ccccc2)c(=O)[nH]c1=O	-1%	25%	19%	?	9	12%	2
Cc1cc(C)c2c(-n3cccc3)c(NC(=O)OCc3ccccc3)sc2n1	-3%	?	-28%	13µM*	-2	0%	-10
C=CCN(C(=O)CSC1=NC(=O)CN1C(C)=O)c1nc(C)c(-c2ccccc2)s1	7%	0%	29%	199%[activator]	30*	3%	50
COc1ccccc1CNC(=O)c1cc2c(s1)CS(=O)(=O)C2	6%	-3%	.	.	2	5%	-14
Cc1csc(SCC(=O)Nc2cccc(S(=O)(=O)N3CCCC3)c2)n1	-6%	-19%	-24%	.	6	3%	15
COc1ccc(S(=O)(=O)N2CCCCCC2)cc1C(=O)N(C)Cc1ccc(Cl)cc1Cl	-7%	?	?	?	.	.	.
Cc1cnc(NC(=O)CCc2ccccc2)s1	0%	?	-17%	6%	25*	7%	.
COc1ccc(S(=O)(=O)N2CCC(C(=O)Nc3cccc(C(C)=O)c3)CC2)cc1C	4%	-18%	-14%	-3%	-4	-1%	-16
COc1ccccc1NCC(=O)N/N=C/c1sccc1C	-4%	26%	25%	1%	30	0%	27
CCOc1ccccc1OCCCC(=O)Nc1sccc1C(N)=O	-4%	12µM*	3%	?	7	3%	9
CC(C)CC(=O)Nc1ccc2c(c1)OCO2	2%	25%	-11%	58%[activator]	19	2%	30
CCCCC(=O)Nc1ccc(C(=O)Nc2ccc(OC)cc2[N+](=O)[O-])cc1	1%	-22%	-38%	3.7µM*	1	2%	15
COc1ccc(C(=O)Nc2ccccc2Cc2ccccc2)c(OC)c1	-9%	?	-9%	?	2	-2%	-11
Cc1ccc(C(=O)NCCNC(=O)c2ccccn2)cc1	0%	21%	-14%	13%	1	-2%	-6
COc1cc(/C=N/NC(=O)c2ccccn2)cc2c1OCO2	-2%	167%[activator]	-1%	2%	57*	-19%	107*
CCn1ncc2c(OCc3ccc(C#N)cc3)cc(C)nc21	-4%	.	54%	15µM*	-2	8%	-18
CCc1ccc2[nH]c(=O)c(C(c3nnnn3Cc3ccccc3)N3CCOCC3)cc2c1 (centres undefined)	-10%	-2%	-8%	-45%	-1	2%	-3

Screening results as filed in PubChem BioAssay.
